Screens as filed in PubChem BioAssay.
PI4K2A block: blocks human PI4K2A kinase activity | Q9BTU6 | purified PI4K2A, ADP-Glo luminescence, 1 h; active compounds read low | activity change, negative = inhibition, % at 76.9 µM | hit rate 0.13% among 420,000 | AID 1346378; in the data active = activity change below about -50%; inconclusive = mostly about -30% to -49%;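 note: -100% = wells without enzyme as full effect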
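Compounds are screened against recombinant PI4K2A using PI as substrate and ATP, the latter dispensed at 300 microM. Reactions run one hour at ambient temperature before ADP-Glo detection; full inhibition defined by wells lacking enzyme.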
TRHR agonist: activates the human TRH receptor | P34981 | TRHR cells, calcium flux fluo-8, FDSS agonist mode | activation, % at 2 µM | hit rate 0.18% among 360,000 | AID 493084; in the data active = activation above about 30%; note: 0% is about no effect
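Fluo-8-loaded TRHR cells; 10 s baseline, compound added, kinetic Ca2+ fluorescence read 1/s, agonist mode.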
D2 ag: agonists of human D2 dopamine receptor; HEK293 T-REx D2 cells, calcium flux agonist mode; activation, % at 2 µM; hit rate 0.53% among 340,000; AID 485358;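 active = activation over 3 SD above normal in the single-dose calcium agonist read, cut at about 30% in these data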; note: 0% is about no effect
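Tetracycline-induced HEK293 Trex cells with D2 receptor force-coupled to calcium signaling, plated overnight at 30 C and loaded with no-wash calcium dye. Calcium flux read kinetically for 180 s after compound addition; responses flag agonists.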
TRHR PAM: allosteric enhancers of human TRH receptor; enhancement, % at 2 µM; TRHR cells, fluo-8 calcium fluorescence, EC20 TRH enhancement; hit rate 0.66% among 360,000; P34981; in the data active = enhancement above about 30%; note: 0% is about no effect
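TRHR-expressing cells loaded with fluo-8 calcium dye were read kinetically (ex 480/em 530) during compound addition, then stimulated with an EC20 of TRH (10 nM final). Enhancement of the Gq-mediated intracellular calcium response was scored.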
USP1 inh: blocks the human USP1/UAF1 deubiquitinase complex; O94782; recombinant USP1/UAF1, Ub-Rhodamine cleavage fluorescence; Potency, µM (highest dose often 57.1 µM), for inactives: at the top dose activity change, negative = inhibition, actives largely listed as inhibitors; hit rate 0.23% among 390,000; AID 743255; note: potency is the fitted concentration of half-maximal effect; % is set by controls: 0 for no effect and ±100 for the full control effect; nearly all actives have a fitted effect of over 60% in size; inactives centre near -12
Target sequence (O94782 whole entry, looked up): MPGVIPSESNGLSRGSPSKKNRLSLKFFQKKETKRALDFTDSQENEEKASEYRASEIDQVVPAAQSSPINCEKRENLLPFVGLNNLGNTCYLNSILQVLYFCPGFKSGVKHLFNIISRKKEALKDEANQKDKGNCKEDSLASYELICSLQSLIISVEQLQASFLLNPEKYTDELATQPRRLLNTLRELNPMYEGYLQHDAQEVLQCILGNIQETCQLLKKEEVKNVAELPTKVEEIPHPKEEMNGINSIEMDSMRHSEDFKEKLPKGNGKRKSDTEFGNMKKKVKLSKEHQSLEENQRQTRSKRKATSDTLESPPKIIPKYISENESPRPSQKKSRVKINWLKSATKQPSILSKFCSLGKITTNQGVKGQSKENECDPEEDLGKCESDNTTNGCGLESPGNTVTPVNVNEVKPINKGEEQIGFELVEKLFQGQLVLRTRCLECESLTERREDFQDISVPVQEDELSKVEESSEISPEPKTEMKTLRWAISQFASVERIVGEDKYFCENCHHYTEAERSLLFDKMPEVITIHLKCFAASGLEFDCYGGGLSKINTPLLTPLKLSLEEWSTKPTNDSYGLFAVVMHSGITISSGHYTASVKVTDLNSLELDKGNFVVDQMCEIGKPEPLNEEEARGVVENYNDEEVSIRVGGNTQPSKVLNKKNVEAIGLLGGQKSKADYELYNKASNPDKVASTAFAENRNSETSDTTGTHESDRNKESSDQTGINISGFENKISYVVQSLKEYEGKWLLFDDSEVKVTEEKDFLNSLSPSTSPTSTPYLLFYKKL
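In this screen, compounds sit with the deubiquitinase complex (1nM) for 15 min at room temperature before Ub-Rho is added at 150nM final. Fluorescence rise is then followed for 6 reads every 60 seconds.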
TrxR1 substrate: rat thioredoxin reductase 1 substrate activity. hit rate 0.01% among 390,000. purified TrxR1 substrate turnover, NADPH consumption readout. AID 588456. O89049. Potency, µM (titrated, usually from 114 µM), for the others: top-dose activity change, negative = substrate turnover; note: potency is the fitted concentration of half-maximal effect; % is set by controls: 0 for no effect and ±100 for the full control effect; nearly all actives have a fitted effect of over 50% in size
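Rat TrxR1, dispensed at 90 nM, was prereduced with 400 uM NADPH (final) for 5 min at ~22 deg C, then incubated with compound 15 min before 400 uM selenite. A first-read NADPH fluorescence drop versus no-compound background flagged substrates.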
IDH1 R132H inh: human IDH1 R132H inhibition | Potency, µM (highest dose often 76.6 µM), inactives show at the highest dose activity change, negative = inhibition, most hits filed as inhibitors | hit rate 0.093% among 390,000 | IDH1-R132H enzyme, NADPH consumption, diaphorase/resazurin fluorescence | AID 602179; note: potency is the fitted concentration of half-maximal effect; % is set by controls: 0 for no effect and ±100 for the full control effect; nearly all actives have a fitted effect of over 65% in size
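IDH1-R132H (0.5 ug/mL dispensed) in pH 7.5 Tris buffer was preincubated 30 min with compound, then given a substrate mix of 0.016 mM NADPH and 2 mM alpha-KG for 80 min at room temperature; remaining NADPH was read by diaphorase/resazurin fluorescence.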
TrxR1 inh: inhibitors of rat thioredoxin reductase 1; O89049; AID 588453; recombinant rTrxR1, NADPH fluorescence consumption, selenite substrate; Potency, µM (titrated, usually from 114 µM), inactives show at the top dose activity change, negative = inhibition, most hits filed as inhibitors; hit rate 1% among 390,000; note: potency is the fitted concentration of half-maximal effect; % is set by controls: 0 for no effect and ±100 for the full control effect; nearly all actives have a fitted effect of over 65% in size
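Rat TrxR1 (90 nM in the dispensed reagent) was pre-reduced with 400 uM NADPH for 5 min at room temperature, then incubated with compound for 15 min. After 400 uM selenite was added, NADPH fluorescence (Ex 340/Em 450 nm) was followed for 8 min.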
D2 antag: antagonists of human D2 dopamine receptor; HEK293 TREx D2 cells, calcium flux, dopamine EC80; inhibition, % at 10 µM; hit rate 2% among 340,000; AID 485344; in the data active = inhibition above about 30%; note: 0% is about no effect
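Measurement of antagonist activity uses fluorescent calcium dye in inducible HEK293 T-REx D2 cells: 10 s baseline, compound addition with 180 s read, EC80 dopamine addition with a further 180 s read.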
* hit, by the source's call; ? = inconclusive; . = no result given; [ ] = another dose, or the depositor's remark. Unless noted, calls come from the whole dose curve; as a rule, active = well fitted inhibition curve with a large enough effect; inconclusive = small, poorly fitted or top-dose-only effect; inactive = no such curve, though single readings can be large or run the other way.

Value order – PI4K2A block	TRHR agonist	D2 ag	TRHR PAM	USP1 inh	TrxR1 substrate	IDH1 R132H inh	TrxR1 inh	D2 antag
O=C(CCCCCN1C(=O)[C@@H]2Cc3ccccc3CN2C1=O)Nc1ccccc1Cl
  -5	-1.6	0.8	5	-18%	7%	7%	11%	-8
O=C(N[C@@H](Cc1ccccc1)C(=O)OCc1ccccc1)c1nc[nH]c1C(=O)NC(c1ccccc1)c1ccccc1
  -3	1.5	1.0	-6	2%	-10%	-18%	29%[57.1 µM]	-10
Cc1cccc(C)c1NC(=O)COC(=O)c1cccc2c1C(=O)c1ccccc1C2=O
  3	-0.7	2.9	3	-10%	-20%	5%	-22%	2
COc1cc(CC(=O)OCC(=O)Nc2cc(S(=O)(=O)N3CCCC3)ccc2Cl)cc(OC)c1OC
  0	-0.3	-0.6	0	-9%	-7%	0%	-16%	0
Cc1ccc(NC(=O)c2ccc(OC(=O)COc3ccc(Cl)c(C)c3)cc2)cc1
  87	1.1	-0.1	-7	-11%	2%	1%	-4%	-13
Cc1noc(C)c1COc1cccc(C(=O)OCCOc2ccc(F)cc2)c1
  1	1.1	1.2	10	-4%	-6%	2%	2%	-8
Cn1c(=O)c2sccc2n2c(CCC(=O)Nc3ccc(F)cc3)nnc12
  -3	-0.2	0.1	2	-25%	13%[2.29 µM]	32%[activator]	24%	.
Cc1ccc(C2=NN(CCC(=O)NC3CCCC3)C(=O)CC2)cc1
  -4	-0.7	0.3	1	-11%	11%	-3%	38%[activator]	-4
O=C1Nc2ccccc2N=C(c2ccccc2)C1N1CCOCC1 (stereo unspecified)
  0	0.9	0.4	-2	-16%	6%	1%	7%	3
CCOc1ccc(CCNC(=O)C2CC=CCC2C(=O)OC(C)C)cc1OCC (stereo unspecified)
  1	-0.6	-1.0	2	-13%	1%	8%	30%	-13
O=C(Nc1nc(-c2ccccc2)cs1)C1CCCN(S(=O)(=O)c2cccc([N+](=O)[O-])c2)C1 (stereo unspecified)
  -5	0.1	0.1	-5	-4%	-8%	-6%	-5%	3
O=C(Nc1cc(F)cc(F)c1)c1sc(Cl)nc1-c1ccccc1
  1	-0.1	0.4	1	-22%	-2%	0%	2%	8
O=[N+]([O-])c1ccc(NNS(=O)(=O)c2cc(Cl)ccc2Cl)nc1
  -12	1.8	0.6	2	-20%	-2%	-2%	16%	-7
COc1cc(C(=O)NCC(c2ccco2)N2CCc3ccccc32)cc(OC)c1OC (stereo unspecified)
  -3	-0.4	-0.8	-14	-20%	1%[57.1 µM]	-1%	6%[57.1 µM]	-4
N#Cc1ccc(S(=O)(=O)N2CCN(Cc3cccs3)CC2)cc1
  3	-0.3	-0.1	-2	-24%	4%	-2%	17%	-1
COCCn1c(SCC(=O)Nc2ccc(S(=O)(=O)N(C)C)cc2)nc2ccccc21
  1	-0.2	0.9	1	-7%	-7%[11.4 µM]	5%	-4%[11.4 µM]	2
Cc1occc1-c1nnc(SCC(=O)NC(=O)NC(C)C)n1N
  4	-0.3	-1.3	3	-12%	-10%	3%	-33%	3
CC1CCN(C(=O)c2ccc([N+](=O)[O-])o2)CC1
  2	-0.5	0.0	14	-6%	-3%[57.1 µM]	-9%	?	19
COc1ccc(C(C)=O)cc1CN1C(=O)NC2(CCCC2)C1=O
  -3	0.7	3.5	-1	-19%	4%[11.4 µM]	0%	15%[11.4 µM]	4
Cc1ccc(NC(=O)CCC(=O)NNC(=O)COc2ccccc2)cc1C
  -6	0.2	-0.4	-3	-11%	4%	3%	11%	-5
COC(=O)c1ccc(COn2nnc3ccccc32)cc1
  -3	-0.6	0.5	-5	-16%	8%[57.1 µM]	3%	2%[57.1 µM]	-10
COc1ccc(NC(=O)C(NC(=O)c2ccc(=O)[nH]c2)c2ccccc2)cc1 (stereo unspecified)
  -4	1.2	0.3	3	-19%	-1%	-1%	4%	-15
CCOC(=O)c1c(C)c2c(n1C)CCC/C2=N\O
  42	-1.1	-1.0	-3	-9%	1%[57.1 µM]	4%	-8%[57.1 µM]	25
CS(=O)(=O)N(CC(=O)N1CCN(Cc2ccccc2)CC1)c1ccccc1Br
  0	0.4	1.6	-5	-1%	-5%	-5%	-11%	6
CC1CCN(S(=O)(=O)c2ccc3c(c2)N(CC(=O)NC(C)C)C(=O)CO3)CC1
  1	-0.7	-0.1	10	-16%	5%[57.1 µM]	5%	26%[57.1 µM]	.
CCOC(=O)C1CCN(C(C(=O)NC2CCCC2)c2ccc(C)cc2)CC1 (stereo unspecified)
  -1	0.1	1.8	7	-25%	2%	-5%	1%	12
COc1ccc(CNC(=O)C2=Cc3cccc(OC)c3OC2)cc1OC
  -2	-0.2	0.0	-4	-16%	8%[57.1 µM]	-8%	28%[57.1 µM]	.
CCOc1ccc2cc(C(=O)c3ccccc3)c(=O)oc2c1
  1	0.2	0.4	9	-9%	0%	0%	-1%	5
Brc1ccc2c(c1)OCCOCCOc1cc(Br)ccc1OCCOCCOCCO2
  1	0.8	1.2	23	-25%	-3%	1%	-4%	-2
Cn1c(=O)[nH]c(=O)c2c1nc(CN1CCN(Cc3ccccc3)CC1)n2CC(N)=O
  -1	0.7	0.3	5	?	3%	-4%	15%	1
Nc1c(C(=O)Nc2ccccc2)sc2nc3c(c(-c4ccco4)c12)CCCC3
  -14	3.5	0.4	2	-22%	3%	4%	0%	-11
Cc1ccc(NC(=O)COC(=O)[C@H](C)N2C(=O)C3CC=CCC3C2=O)cc1S(=O)(=O)N(C)C (stereo partly specified)
  5	-0.5	2.8	4	-7%	-13%	6%	8%[57.1 µM]	21
CC(NC(=O)C1CCN(S(=O)(=O)c2ccc3c(c2)NC(=O)CO3)CC1)c1ccccc1 (stereo unspecified)
  -13	-0.1	-0.6	9	-17%	5%	1%	17%	-5
CC(C)Oc1cccc(-c2cc(C(=O)NC(=S)N(C)c3ccccc3C(=O)O)c3ccccc3n2)c1
  -7	-0.1	.	4	-22%	126%[activator]	3%	-9%	.
CC(C)N=C(Nc1ccccc1)c1cccnc1
  0	.	.	.	-5%	-4%	2%	4%	.
CCC1SC2=NC(C)=C(C(=O)OC)C(c3cccs3)N2C1=O (stereo unspecified)
  4	-1.8	-1.6	3	-15%	-2%	-2%	4%	-10
Cn1c(=O)c2cc(S(=O)(=O)NCCC(=O)NC3CCCCCC3)ccc2n(C)c1=O
  -4	-0.6	0.1	-6	-7%	6%	4%	1%	-7
Cc1cc(C)cc(NC(=O)N2CCN3CCCCC3C2)c1 (stereo unspecified)
  7	-0.5	-0.8	0	-28%	10%	10%	28%	.
O=C(COc1c(Br)cc(Br)c2cccnc12)N1CCc2ccccc2C1
  2	0.0	.	0	-21%	12%	7%	10%	.
O=C(CN1CCN(c2ccc(O)cc2)CC1)Nc1cc(S(=O)(=O)N2CCCC2)ccc1Cl
  -5	0.2	54*	0	-5%	-1%	0%	9%	44*
Cc1ccc(S(=O)(=O)N(CCO)Cc2ccccc2)cc1
  5	-0.4	0.5	-3	-17%	8%[57.1 µM]	10%	8%[57.1 µM]	-10
CCOc1ccc(C(=O)O)cn1
  1	0.6	-0.1	-3	-21%	11%[57.1 µM]	-4%	20%[57.1 µM]	9
CN(C)c1ccc(/C=N/NC(=O)c2cc(=O)[nH]c3ccccc23)cc1
  2	0.7	0.5	-5	-14%	-10%	-3%	3%	7
CCOCCCNC(=O)c1cc(=O)[nH]c2ccc(S(=O)(=O)N3CCCC3)cc12
  3	1.0	.	2	-27%	-2%	15%	-1%	.
O=C(NCC1CCCO1)/C(=C/c1ccc(Cl)cc1)NC(=O)c1ccccc1 (stereo unspecified)
  2	-0.6	-0.8	-1	-14%	3%	-7%	8%[57.1 µM]	-19
COc1ccccc1NS(=O)(=O)c1cc(NC(C)=O)ccc1N1CCCCC1
  3	1.6	-1.8	-2	-8%	-6%[57.1 µM]	-5%	-11%[57.1 µM]	-14
Cc1oc(C)c(C(=O)O)c1C(=O)O
  1	0.8	-2.0	6	-8%	9%[57.1 µM]	-5%	22%[57.1 µM]	-3
N=C1C(c2ccccc2)=C(O)CN1c1cccc(S(=O)(=O)N2CCOCC2)c1
  7	0.0	1.0	13	-8%	-2%[57.1 µM]	4%	22%[57.1 µM]	-8
C=CCSc1nc(C)c(CC(=O)OCC(C)C)c(=O)[nH]1
  0	-0.1	0.8	7	-16%	-2%	1%	-3%	-14
C=C(C)CSc1nc(N)cc(=O)[nH]1
  6	1.1	0.3	-3	-11%	3%	2%	19%	-17
Cc1ccc2cc3c(N)nn(C(=O)c4cccc(F)c4)c3nc2c1
  1	-1.8	-1.0	2	9%	-4%	5%	-2%	.
CCN(CC)CC(=O)Nc1ccc([N+](=O)[O-])cc1
  -3	1.5	2.3	-6	-22%	-7%[57.1 µM]	-10%	-1%[57.1 µM]	1
O=C(CN(C(=O)c1csnn1)c1cccc(C(F)(F)F)c1)NC1CCCC1
  1	-0.1	-0.5	2	4%	-8%	10%	-3%[57.1 µM]	5

Molecules above with a nitro group on carbon, in the order listed:
Value order – PI4K2A block	TRHR agonist	D2 ag	TRHR PAM	USP1 inh	TrxR1 substrate	IDH1 R132H inh	TrxR1 inh	D2 antag
O=C(Nc1nc(-c2ccccc2)cs1)C1CCCN(S(=O)(=O)c2cccc([N+](=O)[O-])c2)C1 (stereo unspecified)
  -5	0.1	0.1	-5	-4%	-8%	-6%	-5%	3
O=[N+]([O-])c1ccc(NNS(=O)(=O)c2cc(Cl)ccc2Cl)nc1
  -12	1.8	0.6	2	-20%	-2%	-2%	16%	-7
CC1CCN(C(=O)c2ccc([N+](=O)[O-])o2)CC1
  2	-0.5	0.0	14	-6%	-3%[57.1 µM]	-9%	?	19
CCN(CC)CC(=O)Nc1ccc([N+](=O)[O-])cc1
  -3	1.5	2.3	-6	-22%	-7%[57.1 µM]	-10%	-1%[57.1 µM]	1
